# Assay outcomes as filed in PubChem BioAssay.
# RORg inh: blocks mouse ROR gamma transcriptional activity. Drosophila S2 Gal4-RORgamma UAS-luciferase reporter, 20 h. Potency, µM (top dose mostly 53.6 µM), for inactives: at the top dose activity change, negative = inhibition, hits mostly inhibitors. 5.4% of 310,000 active. AID 2551; also: % is scaled to controls: 0 for no effect and ±100 for the full control effect; nearly all actives have a fitted effect of over 60% in size
# Target sequence (P51450 whole entry, looked up, the tested form may be a part): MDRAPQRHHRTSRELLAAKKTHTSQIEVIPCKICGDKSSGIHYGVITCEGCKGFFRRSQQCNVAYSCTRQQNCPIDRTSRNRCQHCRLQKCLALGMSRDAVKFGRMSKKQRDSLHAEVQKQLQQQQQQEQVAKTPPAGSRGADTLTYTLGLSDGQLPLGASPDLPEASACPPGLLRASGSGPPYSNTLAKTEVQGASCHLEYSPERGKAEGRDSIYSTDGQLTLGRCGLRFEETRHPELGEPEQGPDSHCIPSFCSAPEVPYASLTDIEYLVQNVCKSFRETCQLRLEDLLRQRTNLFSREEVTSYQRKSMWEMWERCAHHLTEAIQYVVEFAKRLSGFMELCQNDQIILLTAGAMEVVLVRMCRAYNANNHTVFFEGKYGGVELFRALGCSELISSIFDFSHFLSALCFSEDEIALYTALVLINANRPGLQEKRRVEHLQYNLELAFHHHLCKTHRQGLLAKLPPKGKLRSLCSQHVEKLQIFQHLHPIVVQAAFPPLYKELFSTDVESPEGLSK
#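 ROR gamma transcriptional activity was tracked as Gal4-UAS luciferase output in stably transfected Drosophila Schneider cells, with compound added 1 hr before 700 uM copper sulfate induction and a 20 hr ambient-temperature incubation.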
# p53 reactivator: re-activators of mutant p53; Potency, µM (top dose mostly 92.2 µM), for inactives: at the highest dose activity change, positive = activation, actives largely listed as activators; 0.063% of 320,000 active; H1299 p53-A138V BP100-luciferase reporter, luminescence, 24 h; also: % of control where 0% means no effect; nearly all actives have a fitted effect of over 45% in size
#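 H1299 (p53-null), stable ts p53-A138V + BP100-Luc; 1000 cells/well, Opti-MEM/10% FBS; cpd 4 pt, 1:5; 24 h, 37 deg C, 5% CO2; detection reagent 10 min RT; luminescence.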
# Rab9 promoter act: Rab9 promoter activation | Huh7 Rab9 promoter-luciferase reporter, luminescence, 24 h | 2.8% of 320,000 active | Potency, µM (titrated, usually from 9.22 µM), for inactives: at the top dose activation, negative = inhibition, most hits filed as activators; also: % of control where 0% means no effect; nearly all actives have a fitted effect of over 60% in size
#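 Cell-based reporter: Huh7 stable for Rab9 promoter-driven luciferase, plated in reduced-serum medium with 10% FBS at 1500 cells/well, compound-treated 24 h at 37 °C, luminescence read after 10 min reagent.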
# MBNL1 CUG block: MBNL1-poly(CUG) RNA binding inhibition; Q9NR56; TR-FRET MBNL1-His/biotin-(CUG)12 binding, 665/545 ratio; Potency, µM (doses to about 57.5 µM), inactives show at the top dose activity change, negative = inhibition, actives largely listed as inhibitors; 0.036% of 280,000 active; AID 2675; active = well fitted inhibition curve with a large enough effect in the signal ratio, with a control signal flat, not every such curve was filed as active; inconclusive = small, poorly fitted or top-dose-only effect, or effect the other way, or a change in a side signal; inactive = no such curve, though single readings can be large or run the other way; the % refers to the signal ratio; also: % is scaled to controls: 0 for no effect and ±100 for the full control effect
# Target sequence (Q9NR56 whole entry, looked up): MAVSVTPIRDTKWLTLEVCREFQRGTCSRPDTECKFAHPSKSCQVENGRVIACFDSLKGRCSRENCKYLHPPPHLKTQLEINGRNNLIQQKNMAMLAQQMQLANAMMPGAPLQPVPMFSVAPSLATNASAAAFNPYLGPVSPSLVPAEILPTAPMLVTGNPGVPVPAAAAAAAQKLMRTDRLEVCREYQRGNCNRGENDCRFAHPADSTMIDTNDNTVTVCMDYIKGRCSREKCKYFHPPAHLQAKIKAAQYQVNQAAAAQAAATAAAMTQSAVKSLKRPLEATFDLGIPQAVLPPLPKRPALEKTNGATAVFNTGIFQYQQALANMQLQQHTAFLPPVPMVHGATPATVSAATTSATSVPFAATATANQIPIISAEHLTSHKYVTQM
#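 His-tagged MBNL1 binding to biotinylated (CUG)12 RNA was measured by TR-FRET using terbium anti-His antibody (0.055 ng/ul final) and streptavidin-XL665 (5 nM final). Compounds were titrated 92 nM to 58 uM; 60 min at room temperature.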
# BRCA1 expr up: activators of BRCA1 expression | MCF7-BRCA1-FFLuc reporter, luminescence, 48 h; response scale: scaled: vehicle 0%, 10 µM genistein 100% | AID 624202 | 1.1% of 380,000 active | Potency, µM (titrated, usually from 46.1 µM), without a hit: top-dose activation, most hits filed as activators; also: nearly all actives have a fitted effect of over 80% in size; some results filed as inactive show a strong effect at the top dose
#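 Quantitative HTS in MCF7 cells stably reporting BRCA1 expression via firefly luciferase. Compound treatment lasts 48 h at 37 °C in phenol-red free MEM. Activation is expressed relative to genistein at 10 microM and DMSO.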
# FLuc counter: counter-screen for miR-21 project: firefly luciferase inhibitors or activators; P08659; purified FLuc, Km substrates, luminescence inhibition; Potency, µM (highest dose often 57.5 µM), inactives show at the top dose activity change, negative = inhibition, most hits filed as inhibitors; 6.9% of 360,000 active; AID 588342;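 also: plate controls were vehicle for no effect and reference inhibitor for full effect; nearly all actives have a fitted effect of over 55% in size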
#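 Purified P. pyralis luciferase (10nM final) with 10uM D-luciferin and 10uM ATP (Km levels) in 50mM Tris acetate pH 7.5, 10mM Mg acetate, 0.01% Tween-20, 0.05% BSA; qHTS 6-point titration, ~60 µM downward; luminescence read.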
# Gal4-VP16 FLuc: inhibits Gal4-VP16 luciferase reporter, ROR gamma counter-screen; Drosophila S2 Gal4-VP16 UAS-luciferase, luminescence, 20 h; Potency, µM (series often up to 53.6 µM), for the others: top-dose activity, negative = inhibition, actives largely listed as inhibitors; 3.5% of 310,000 active;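 also: Gal4-VP16 expression switched on by copper sulfate through the metallothionein promoter; % is scaled to controls: 0 for no effect and ±100 for the full control effect; nearly all actives have a fitted effect of over 50% in size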
# uPA generation: inhibitors of cell surface uPA generation; cell surface uPA generation assay, qHTS; Potency, µM (highest dose often 38.3 µM), without a hit: at the highest dose activity change, negative = inhibition, hits mostly inhibitors; 0.31% of 330,000 active; AID 540303; active = well fitted inhibition curve with a large enough effect; inconclusive = small, poorly fitted or top-dose-only effect; inactive = no such curve, though single readings can be large or run the other way; tested in mouse RAW 264.7 cells; also: % is scaled to controls: 0 for no effect and ±100 for the full control effect; nearly all actives have a fitted effect of over 55% in size
# NPC1 prom act: activators of NPC1 promoter. 2.4% of 320,000 active. Huh7 NPC1 promoter luciferase reporter, 24 h. AID 485313. Potency, µM (titrated, usually from 9.22 µM), for the others: at the highest dose activation, actives largely listed as activators;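 also: % of control where 0% means no effect; nearly all actives have a fitted effect of over 60% in size; reporter is driven by a mutant NPC1 promoter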
#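 Readout is luciferase luminescence, reflecting NPC1 promoter activation in stably transfected Huh7 cells after 24 h compound exposure at 37 °C in reduced-serum medium with 10% FBS.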
# ELG1 genotox: inducers of genotoxicity in HEK293T ELG1-luciferase cells. AID 504466. 1.3% of 330,000 active. Potency, µM (series often up to 46 µM), for inactives: top-dose activity change, positive = activation, actives largely listed as activators. HEK293T ELG1-luciferase reporter, luminescence, 16 h; also: % of control where 0% means no effect; nearly all actives have a fitted effect of over 60% in size
#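 Genotoxicity was scored as increased ELG1-luciferase reporter signal, measured by ONE-Glo luminescence (30 min, room temperature). Compound or vehicle exposure of the HEK293T reporter cells lasted 16 hr at 37°C.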
# Active calls of the source: *; ? = inconclusive; . = not tested or not shown; [ ] = dose if it differs, or a comment. Unless noted, calls follow the shape of the dose curve; as a rule, active = well fitted curve in the direction sought with a large enough effect; inconclusive = small, poorly fitted or top-dose-only effect, or another doubt; inactive = no such curve, though single readings can be large; an effect the other way counts as inactive or inconclusive. Potency is read from the fitted curve at half-maximal effect.
# Order of values – RORg inh | ELG1 genotox | Gal4-VP16 FLuc | BRCA1 expr up | uPA generation | NPC1 prom act | FLuc counter | MBNL1 CUG block | p53 reactivator | Rab9 promoter act
C=CCn1c(C)cc(-c2csc(NCC)n2)c1C
    13% | -8% | 0% | -40% | 6% | 23% | 15µM* | 1% | -2% | -4%
COC(=O)c1ccc(C(=O)OC)c(NC(=S)N2CCN(c3ccccc3F)CC2)c1
    ? | -1% | -3% | -6% | -6% | 0% | -2% | 0% | -4% | -8%
Cc1nn(-c2ccccc2)cc1C(=S)Nc1ccccc1
    11µM* | 10% | 10% | 7.9µM* | 0% | ? | 12µM* | -4% | ? | ?
CCCCn1c(N)c(N(CC(C)C)C(=O)COC(=O)C2(c3ccccc3)CC2)c(=O)[nH]c1=O
    . | -1% | . | -2% | -12% | 1% | 2% | . | -2% | 1%
CCOC(=O)c1ccccc1NC(=O)CSc1nnc(C(C)C)n1CC
    ? | -1% | -13% | -25% | 0% | -3% | 1% | 10% | -5% | -1%
Cc1onc(CO)c1C(=O)Nc1nccs1
    6% | -3% | 10% | -1% | 1% | 1% | 2% | -5% | 2% | -5%
CCN1CCN(C(c2ccc(OC)cc2)C(O)C(=O)c2c[nH]c3ccccc23)CC1 (stereo unspecified)
    0% | 0% | 1% | -18% | 9% | 1% | 1% | 3% | 1% | 0%
CCOc1ccc(NC(=O)CN(C)C(=O)c2ccc(OCc3ccccc3)c(OC)c2)cc1OCC
    . | -4% | . | -12% | 1% | 0% | 0% | . | 2% | 0%
c1csc(Cc2nn3c(-c4n[nH]c5c4CCC5)nnc3s2)c1
    8% | 13% | -24% | -18% | 2% | -1% | -10% | 28% | 4% | 12%
Cc1ccc(S(=O)(=O)CCC(=O)OCC(=O)NCCc2ccc(S(N)(=O)=O)cc2)cc1
    . | -4% | . | -24% | 22% | 0% | 0% | . | 2% | -5%
COc1cc2c(cc1OC)CN(CC(O)c1ccccc1)CC2 (stereo unspecified)
    -5% | -4% | 2% | -13% | -4% | -5% | -3% | 15% | 5% | -6%
CC1CCN(C(=O)c2ccccc2NC(=O)c2cccs2)CC1
    . | 3% | . | 6% | 10% | 1% | 2% | 3% | . | -4%
O=Cc1ccccc1OCCN1CCCC1=O
    -35% | -4% | 1% | 5% | -8% | -1% | 0% | 7% | 5% | 0%
O=c1cc(NCCO)c2ccccc2o1
    -14% | 4% | -12% | -10% | 3% | 3% | 2% | -3% | -2% | -2%
CCCCC(=O)Nc1ccc(NC(=O)c2cnccn2)cn1
    28% | 3% | 14% | 24% | 12% | 6% | -10% | 3% | 4% | 5%
Cc1sc(NC(=S)NC(=O)c2cccs2)nc1-c1ccc(CC(C)C)cc1
    ? | -2% | -10% | -3% | . | -5% | -3% | -2% | -1% | 13%
Cc1ccc(C)c(Cn2nnc3c(=O)[nH]c(C4CCN(S(=O)(=O)c5ccc(S(=O)(=O)NC6CC6)cc5)CC4)nc32)c1
    2% | -9% | ? | -74% | 4% | -1% | 4% | 5% | 15% | -8%
NNC(=O)CNC(=O)CNS(=O)(=O)c1ccccc1
    2% | -2% | -4% | -2% | -1% | -5% | -1% | -16% | 1% | -8%
CCc1nnc(NC(=O)CN2CCN(c3cccc(OC)c3)CC2)s1
    ? | -1% | -26% | -24% | 2% | 2% | 0% | -8% | -1% | -1%
C=CCSc1ncccc1C(=O)NCc1ccc(C)cc1
    17% | -1% | 2% | 2% | . | 1% | -1% | 1% | -6% | -3%
COC(=O)C1=C(C)N(C(C)c2ccccc2)C(=O)/C1=C\c1ccco1 (stereo unspecified)
    ? | 1% | ? | -7% | 9% | -1% | -3% | -5% | -1% | 1%
O=S(=O)(/N=C(/Nc1cccc2ccccc12)c1ccccc1)c1ccc(F)cc1
    2% | -2% | 13% | -45% | -10% | -2% | 3% | 5% | 4% | -1%
COCCN1C=C2C(=O)C(C)(OC(=O)CCc3ccccc3)C(=O)C=C2C=C1c1ccc(C#N)cc1 (stereo unspecified)
    7% | 0% | -11% | 0% | 3% | 2% | 3% | ? | 0% | -6%
COCCCNc1nc(N)c([N+](=O)[O-])c(NCC2CCCO2)n1 (stereo unspecified)
    20% | 4% | -12% | -3% | 8% | -14% | 1% | -6% | -1% | -1%
CC(C)c1ccc(NC(=O)c2csnn2)cc1
    -26% | 1.2µM* | ? | ? | . | 1.6µM* | 2.1µM* | 3% | ? | 1.8µM*
Cc1c(C(=O)Nc2ccccc2)sc2ncn(CC(=O)N3CCCCC3)c(=O)c12
    38% | -4% | -11% | -29% | 0% | -5% | 6% | 7% | 3% | -1%
CC(C)(C)CNc1cc(N2CCCC2)ccc1[N+](=O)[O-]
    -31% | -1% | -7% | 7% | . | -1% | 5% | 5% | 4% | -4%
CN(Cc1ccccc1F)C(=O)c1sccc1-c1ccccc1
    9% | 12% | 4% | 86% | -24% | -1% | 1% | 0% | -6% | -4%
CCOc1ccc(-c2c(C)sc3nc[nH]c(=O)c23)cc1
    25%[1.91 µM] | -12% | 1% | -47% | -8% | -3% | 1% | -2% | . | -1%
Cc1coc2cc3oc(=O)c(CCC(=O)NCC(=O)O)c(C)c3cc12
    -9% | 2% | 3% | -8% | 4% | 2% | -16% | 0% | 3% | 6%

# 2 successive compounds from above, for reference:
# Order of values – RORg inh | ELG1 genotox | Gal4-VP16 FLuc | BRCA1 expr up | uPA generation | NPC1 prom act | FLuc counter | MBNL1 CUG block | p53 reactivator | Rab9 promoter act
C=CCn1c(C)cc(-c2csc(NCC)n2)c1C
    13% | -8% | 0% | -40% | 6% | 23% | 15µM* | 1% | -2% | -4%
COC(=O)c1ccc(C(=O)OC)c(NC(=S)N2CCN(c3ccccc3F)CC2)c1
    ? | -1% | -3% | -6% | -6% | 0% | -2% | 0% | -4% | -8%

# Next part:
# Order of values – RORg inh | ELG1 genotox | Gal4-VP16 FLuc | BRCA1 expr up | uPA generation | NPC1 prom act | FLuc counter | MBNL1 CUG block | p53 reactivator | Rab9 promoter act
O=c1c2ccccc2nc2ccccn12
    7% | ? | -3% | ? | -1% | 22% | -19% | ? | 9% | 6%
O=C(NCC1CCCO1)c1c(O)c2cccc3c2n(c1=O)CCC3 (stereo unspecified)
    -43% | -1% | -3% | -39% | -5% | 3% | 3% | -12% | -9% | 2%
O=C(Cn1c(=O)n(CCC(=O)N2CCCCC2)c(=O)c2sccc21)NCc1ccccc1
    0% | -2% | -2% | -3% | 4% | -2% | -2% | 2% | -3% | 0%
COc1ccc(CCNC(=O)CSc2ccc(-c3ccco3)nn2)cc1
    30% | -3% | -10% | -3% | -1% | -1% | -8% | 11% | -7% | -4%
O=C1CSC(c2ccccc2)N1c1nc(-c2ccc(Cl)cc2Cl)cs1 (stereo unspecified)
    -6% | -3% | -5% | -36% | -2% | -1% | 0% | -6% | 3% | -2%
Clc1ccc(-c2nnc3n2CCCC3)cc1Cl
    -9% | 0% | 2% | 2% | . | -5% | -2% | -14% | -4% | -1%
O=S(=O)(NC1=NCCC1)c1cccc(NC(=S)NCCc2ccccc2)c1
    3% | -1% | ? | 37% | -8% | -5% | -2% | -13% | 2% | -5%
Cc1ccc(SCc2nc3ccccc3n2CC(=O)Nc2c(C)cccc2C)cc1
    -12% | 0% | 10% | -47% | . | -2% | -1% | -8% | 10% | -1%
COc1cc(/C=C2\SC(=O)N(CCNC(=O)c3sc4cc(F)ccc4c3Cl)C2=O)cc(OC)c1OC
    5% | 6% | -14% | -10% | 1% | -2% | 2% | 0% | 2% | -3%
Cc1ccc(C)c(/C(O)=C2\C(=O)C(=O)N(CCCN3CCOCC3)C2c2cccnc2)c1 (stereo unspecified)
    -33% | 3% | -6% | -5% | 3% | -6% | -1% | 2% | -4% | -3%
CC1=C(C(=O)OCc2ccccc2)C(c2ccoc2)C(C#N)=C(N)O1 (stereo unspecified)
    -23% | 0% | -7% | 1% | 0% | 2% | 1% | -2% | 0% | -2%
Cc1ccsc1/C=N/N=C1\C(=O)Nc2ccccc21
    22% | 10% | 4% | 29% | -7% | ? | ? | ? | 11% | 23%
O=C(COC(=O)/C=C/c1ccc(Cl)cc1)NC1CCCC1
    . | 4% | . | -13% | 11% | 1% | -3% | . | 15% | -12%

# Single records, as listed above. Screens in order: RORg inh | ELG1 genotox | Gal4-VP16 FLuc | BRCA1 expr up | uPA generation | NPC1 prom act | FLuc counter | MBNL1 CUG block | p53 reactivator | Rab9 promoter act
# Profile of Clc1ccc(-c2nnc3n2CCCC3)cc1Cl : -9% | 0% | 2% | 2% | . | -5% | -2% | -14% | -4% | -1%
# Profile of Cc1ccc(SCc2nc3ccccc3n2CC(=O)Nc2c(C)cccc2C)cc1 : -12% | 0% | 10% | -47% | . | -2% | -1% | -8% | 10% | -1%
# Profile of COc1ccc(CCNC(=O)CSc2ccc(-c3ccco3)nn2)cc1 : 30% | -3% | -10% | -3% | -1% | -1% | -8% | 11% | -7% | -4%
# Profile of CC1=C(C(=O)OCc2ccccc2)C(c2ccoc2)C(C#N)=C(N)O1 (stereo unspecified) : -23% | 0% | -7% | 1% | 0% | 2% | 1% | -2% | 0% | -2%
# Profile of Cc1ccc(C)c(/C(O)=C2\C(=O)C(=O)N(CCCN3CCOCC3)C2c2cccnc2)c1 (stereo unspecified) : -33% | 3% | -6% | -5% | 3% | -6% | -1% | 2% | -4% | -3%
